Screening data deposited in PubChem BioAssay by The Scripps Research Institute Molecular Screening Center.
PAFAH1B3 FP inh – blocks human PAF acetylhydrolase 1B catalytic subunit 3; Q15102; recombinant PAFAH1B3, FP-rhodamine probe, fluorescence polarization; inhibition, % at 3.39 µM; hit rate 0.28% among 340,000; AID 492972;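 active = inhibition above the screen-wide average of all tested compounds plus 3 SD, cut at about 25% in these data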;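 also: 0% = enzyme with DMSO only and 100% = wells lacking PAFAH1B3 protein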
Target sequence (Q15102 whole entry, looked up): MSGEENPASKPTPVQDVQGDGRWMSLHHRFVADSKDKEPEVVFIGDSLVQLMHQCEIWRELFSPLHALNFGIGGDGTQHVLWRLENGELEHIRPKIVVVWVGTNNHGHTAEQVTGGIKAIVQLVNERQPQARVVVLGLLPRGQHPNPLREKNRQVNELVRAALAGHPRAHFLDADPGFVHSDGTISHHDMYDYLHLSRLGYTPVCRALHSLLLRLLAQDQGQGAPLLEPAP
EBNA-1 inhibitor – blocks EBNA-1 binding to DNA. EBNA-1 DNA binding, fluorescence polarization. inhibition, % at 14.8 µM. hit rate 0.34% among 300,000. AID 1950; in the data active = inhibition above about 28%
PAFAH1B2 inh – PAFAH1B2 (human) inhibition | recombinant PAFAH1B2, FP-rhodamine activity probe, fluorescence polarization | inhibition, % at 3.39 µM | hit rate 1.2% among 340,000;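 active = inhibition above the mean of all tested compounds plus 3 SD, cut at about 24% in these data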;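 also: 0% = enzyme with DMSO and 100% = wells lacking PAFAH1B2; many of its hits are not listed in these tables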
LYPLA1 inh – counter-screen for PME1 inhibitors: inhibitors of human LYPLA1; recombinant LYPLA1, FP-Rh probe fluorescence polarization; inhibition, % at 5.9 µM; hit rate 0.16% among 320,000;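 active = inhibition above the mean of all tested compounds plus 3 SD, set per campaign, cut at about 14% in these data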;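 also: inhibitors block serine hydrolase probe labeling of LYPLA1 so polarization falls; 0% = enzyme with DMSO and 100% = wells lacking LYPLA1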
Target sequence (O75608 whole entry, looked up): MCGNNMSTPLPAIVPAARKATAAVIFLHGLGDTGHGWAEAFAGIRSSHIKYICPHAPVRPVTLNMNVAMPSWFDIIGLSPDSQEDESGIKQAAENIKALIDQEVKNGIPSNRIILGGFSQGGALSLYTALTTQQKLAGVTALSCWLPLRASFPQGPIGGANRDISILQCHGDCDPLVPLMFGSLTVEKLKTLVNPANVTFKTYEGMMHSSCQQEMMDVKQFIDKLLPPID
ZTA counter – ZTA (EBV) inhibition in EBNA-1 counter-screen | P03206 | ZTA-DNA binding, fluorescence polarization | inhibition, % at 11 µM | hit rate 0.15% among 320,000; in the data active = inhibition above about 33%
Target sequence (P03206 whole entry, looked up): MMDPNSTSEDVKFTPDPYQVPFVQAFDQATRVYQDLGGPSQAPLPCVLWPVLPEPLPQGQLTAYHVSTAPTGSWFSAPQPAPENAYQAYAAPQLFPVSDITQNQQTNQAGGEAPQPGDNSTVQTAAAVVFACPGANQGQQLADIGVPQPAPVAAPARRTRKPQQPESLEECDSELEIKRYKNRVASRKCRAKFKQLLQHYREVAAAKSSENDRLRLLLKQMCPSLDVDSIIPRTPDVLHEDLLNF
LYPLA2 counter – counter-screen for PME1 inhibitors: inhibitors of human LYPLA2. recombinant LYPLA2, FP-Rh probe fluorescence polarization. inhibition, % at 5.9 µM. hit rate 0.38% among 320,000. AID 2177;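 active = inhibition above the screen-wide mean plus 3 SD, limit set per campaign, cut at about 26% in these data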;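 also: 0% = LYPLA2 with DMSO and 100% = wells lacking LYPLA2 enzyme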
Target sequence (O95372 whole entry, looked up): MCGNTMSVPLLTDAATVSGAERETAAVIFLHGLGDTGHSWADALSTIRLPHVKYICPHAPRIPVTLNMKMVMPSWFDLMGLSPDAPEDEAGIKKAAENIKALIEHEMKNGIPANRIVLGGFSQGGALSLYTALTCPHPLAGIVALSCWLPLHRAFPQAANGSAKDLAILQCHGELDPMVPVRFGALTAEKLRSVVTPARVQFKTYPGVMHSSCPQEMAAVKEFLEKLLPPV
PREPL inh – inhibits the human prolyl oligopeptidase-like enzyme | recombinant PREPL, fluorescence polarization activity-based probe | inhibition, % at 5.96 µM | hit rate 0.68% among 320,000 | AID 2751; in the data active = inhibition above about 43%;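 also: 0% = enzyme with DMSO and 100% = wells lacking enzyme; many of its hits are not listed in these tables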
PAFAH2 inh – PAFAH2 (human) inhibition. inhibition, % at 3.39 µM. recombinant PAFAH2, FP-rhodamine activity probe, fluorescence polarization. hit rate 0.99% among 340,000. Q99487;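 active = inhibition above the mean over all tested compounds plus 3 SD, cut at about 30% in these data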;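 also: inhibitors block probe labeling of enzyme so polarization drops; 0% = enzyme with DMSO and 100% = wells lacking PAFAH2 protein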
pPAFAH FP inh – pPAFAH (human) enzyme inhibition | Q13093 | recombinant pPAFAH, FP-rhodamine probe fluorescence polarization | inhibition, % at 3.39 µM | hit rate 1.5% among 330,000 | AID 463082;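 active = inhibition above the mean inhibition across the screen plus 3 SD, cut at about 25% in these data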;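 also: inhibitors block binding of the rhodamine activity-based probe so polarization drops; 0% = enzyme with DMSO and 100% = wells lacking pPAFAH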
An asterisk follows results filed as active; . = no result given. An excerpt (hit frequency here may not be typical).

SMILES	PAFAH1B3 FP inh	EBNA-1 inhibitor	PAFAH1B2 inh	LYPLA1 inh	ZTA counter	LYPLA2 counter	PREPL inh	PAFAH2 inh	pPAFAH FP inh
CCOC(=O)c1c(NC(=O)CN2C(=O)NC(C)(c3ccc(OC(F)F)cc3)C2=O)sc(C)c1C (configuration not stated)	-5.8	-11.4	0.5	-15.0	-5.7	-11.5	6.2	-2.9	-1.2
Cc1ncc(CO)c(/C=N/Nc2ccc(C(F)(F)F)cn2)c1O	4.6	-5.8	5.7	-1.4	11.8	2.1	6.3	1.1	4.3
Cc1ccc(-c2cn3cc([N+](=O)[O-])ccc3n2)cc1	5.3	4.3	8.0	2.9	9.6	4.5	11.6	-5.1	4.7
CN(C(=O)Cc1c[nH]c2ccccc12)C(C(=O)Nc1ccc2c(c1)OCO2)c1ccccc1 (configuration not stated)	4.2	0.0	-2.7	1.0	4.8	-1.0	16.3	-4.0	6.3
Cc1ccc2[nH]c(=O)c(CN(Cc3cccnc3)C(=O)c3ccncc3)cc2c1	9.7	10.9	1.9	2.2	3.1	2.2	7.6	0.1	2.3
Cc1nc2ccccc2c2oc(C(=O)NCC3CCCO3)cc12 (configuration not stated)	4.4	0.2	1.0	2.2	2.1	3.8	8.9	7.5	-8.0
Cc1ccc(S(=O)(=O)Nc2ccccc2C(O)c2ccccc2)cc1 (configuration not stated)	0.0	9.3	21.7	-4.8	15.1	-6.6	3.6	1.5	5.9
CCN(CC)C(=O)[C@H]1C[C@H](CC(=O)NCc2ccco2)C(=O)N2CCc3c([nH]c4cc(-c5ccco5)ccc34)[C@]12C	10.3	.	-1.7	.	.	.	.	0.5	7.7
CCn1c(N)c(C(=O)N2CCOCC2)sc1=S	-2.6	-3.4	3.5	1.4	7.8	-2.1	3.5	-1.8	1.4
O=S(=O)(c1cccs1)N1CCC(CO)(Cc2cccc(F)c2)CC1	6.9	-8.9	12.3	3.3	7.5	1.6	18.7	2.9	-1.2
O=c1c(Cc2c(F)cccc2Cl)c(O)ccn1C1CCCCCC1	9.9	-6.7	7.7	1.1	-20.0	0.4	4.5	29.0	3.0
Nc1nonc1-n1nnc(C(=O)N/N=C/c2ccc(OCc3ccccc3)cc2)c1COc1ccc(F)cc1	2.0	-17.4	0.7	-1.8	7.0	-2.8	-1.5	-1.5	0.2
C[C@]12CCC(=O)C=C1CC[C@@H]1[C@@H]2[C@@H](O)C[C@]2(C=O)[C@@H](C(=O)CO)CC[C@@H]12	0.0	2.6	-3.6	2.7	-0.3	4.0	-3.5	7.2	0.0
Cc1ccc(C(=O)NC2CCS(=O)(=O)C2)cc1S(=O)(=O)N1CCCC1 (configuration not stated)	-0.3	6.7	3.6	1.0	16.7	1.9	4.7	4.2	4.0
CCCn1nnnc1SCC(=O)N1CCCCC1	-2.5	2.6	0.4	-2.1	9.2	-4.2	4.4	-3.5	1.9
O=C(NC(=S)NCCCN1CCOCC1)c1ccc(Br)cc1	3.8	-8.3	0.4	-1.9	-6.9	1.9	10.1	-6.2	2.1
N/C(=N\OC(=O)COc1ccc([N+](=O)[O-])cc1)c1cccnc1	3.6	1.8	5.2	2.0	-7.3	5.1	2.3	6.5	-2.0
Cc1ccc(N(CC(O)CN2CCCC2)S(=O)(=O)c2ccccc2)cc1 (configuration not stated)	13.8	4.9	-1.4	-4.1	7.9	-3.5	-18.2	5.8	1.2
CCN1CCN(Cc2c(O)ccc3c2O/C(=C\c2ccccc2)C3=O)CC1	14.5	8.4	3.8	0.8	10.3	0.7	3.6	9.2	7.5
Cc1c(CN2CCCC(C(=O)Nc3cccc(-n4cccn4)c3)C2)cnn1C (configuration not stated)	3.2	0.6	1.4	-1.6	-5.9	2.7	-9.7	-7.7	-8.5
c1cc2nnnn2nc1N1CCCCC1	2.2	-1.8	-5.9	-1.0	-5.9	4.2	2.7	-3.0	1.1
COc1ccc(C(=O)/C=C/c2ccc(O)cc2)c(O)c1CC=C(C)C	-7.5	5.6	0.7	-20.2	13.4	-25.0	2.1	-21.7	-0.3
CNC(=S)N/N=C(\C)c1ccc(Cl)s1	3.9	5.1	0.8	-0.6	-2.0	-1.7	0.9	-2.1	1.9
CC(C)(C)OC(=O)N1CCC[C@H]1c1nnc(SCc2ccccc2Cl)o1	6.6	-9.0	5.8	-0.9	9.5	-0.1	5.3	0.2	-2.1
O=C(O)c1ccn2c(C(=O)c3ccc(Cl)cc3)c(-c3ccccc3)cc2c1	-2.6	7.5	59.0*	1.0	24.4	-0.3	-6.4	8.1	17.9
SMILES	PAFAH1B3 FP inh	EBNA-1 inhibitor	PAFAH1B2 inh	LYPLA1 inh	ZTA counter	LYPLA2 counter	PREPL inh	PAFAH2 inh	pPAFAH FP inh
COc1ccccc1OCC(=O)NCCSCc1ccccc1Cl	1.0	-9.1	0.1	3.2	-6.0	-6.3	-8.2	-1.3	2.6
COc1ccc(-c2c(-c3ccc(OC)c(C)c3O)n[nH]c2C)cc1	4.1	-6.7	-0.9	-7.1	0.3	-3.2	6.8	0.3	0.8
CC(=O)N1CCN(C(=O)c2cc(-c3cccc4ccccc34)nc3ccccc23)CC1	-2.7	9.7	7.0	2.8	10.2	-0.5	5.6	-2.0	2.7
Cc1nc(-c2ccc(NC(=O)/C=C\C(=O)O)cc2)cs1	8.9	-10.5	0.7	1.2	7.8	-0.1	0.5	5.0	-1.4
c1cc(-c2cc3cc(N4CCOCC4)ccc3o2)cs1	8.7	16.9	-6.2	6.9	-0.6	5.8	11.3	-8.5	1.5
O=C(/C=C/c1ccccc1)N1CCC(N2CCC(C(=O)N3CCOCC3)CC2)CC1	14.0	-6.8	5.7	-1.9	-2.4	-0.8	6.4	0.9	-1.2
Cc1ccc(NC(=O)C2CCCC2)cc1S(=O)(=O)N1CCOCC1	-5.4	.	2.2	0.8	8.6	4.8	6.9	-4.3	22.8
O=C(NCCNc1cc(Cl)ccc1[N+](=O)[O-])c1ccco1	-0.9	-9.2	1.1	-8.1	3.8	-4.7	-6.0	-3.7	4.7
Cc1ccc(C)c(OCC(=O)Nc2ccccc2N2CCCC2)c1	-7.6	4.8	0.1	0.8	0.8	4.4	3.9	1.4	1.4
CN(Cc1ccccc1)Cc1nc2c([nH]1)c(=O)[nH]c(=O)n2C	4.9	1.6	-0.2	-4.0	8.5	-3.7	11.2	9.6	0.4
CCOc1cc(/C=N/NC(=O)OC)ccc1OCCSc1ccc(Cl)cc1	1.1	-2.4	5.7	-5.1	-12.9	2.2	40.4	-6.8	22.8
CCC(=O)Nc1ccc(-c2nnc(SCC(=O)NCC3CCCO3)n2C)cc1 (configuration not stated)	8.3	-6.0	5.5	1.3	-7.7	9.4	4.8	-2.9	-2.0
CCOC(=O)CN1C(=O)C2Cc3ccccc3CN2C1=S (configuration not stated)	3.7	-10.8	-3.0	-0.3	-2.9	-0.8	14.9	8.0	1.5
Cc1ccc(S(=O)(=O)N2CCN(C(=O)c3ccccn3)CC2)c(C)c1	-2.9	0.8	9.5	-0.2	-8.7	2.8	5.0	-1.3	1.1
CC1(C)CC(=O)C2=C(C1)N(CCN1CCOCC1)C1=C(C(=O)CC(C)(C)C1)C2c1ccc(Cl)cc1	6.2	-4.1	3.1	-0.6	-0.9	3.1	6.6	1.3	7.1
CCC(C)NC(=O)Nc1ccc(F)c(Cl)c1 (configuration not stated)	5.0	-18.2	-3.8	0.9	-13.7	0.5	11.1	-5.6	-13.0
CC(=O)Nc1ccc(S(=O)(=O)N2CCN(CCc3ccccc3)CC2)cc1	8.6	2.3	-4.9	0.4	-4.1	3.6	6.5	3.7	-1.7
COc1ccc2cc(C(=O)C3CCCN(C(=O)c4ccnn4C)C3)ccc2c1 (configuration not stated)	3.4	6.9	1.3	0.1	-0.8	0.3	39.5	-7.9	1.7
NNC(=O)c1cc2c(s1)CCCCCC2	1.8	5.4	9.6	-4.4	-13.1	-0.3	8.1	4.9	-5.6
COCCCNC(=O)c1c[nH]c2ccc(S(=O)(=O)N3CCC(C)CC3)cc2c1=O	5.2	5.2	0.4	-0.8	9.0	4.9	-5.3	3.3	-0.4
CCOc1cc(/C=C/c2nc3ccccc3c(=O)[nH]2)ccc1O	-0.3	-8.2	-0.5	-2.6	-21.8	-5.0	13.6	8.9	9.5
Cn1c(=O)c2c(-c3ccccc3)n(-n3cnnc3)cc2n(C)c1=O	9.3	0.0	5.7	0.9	-4.1	-0.1	-11.4	2.3	-3.1
O=C1C2C3C=CC(CC3)C2C(=O)N1c1cccc(C(F)(F)F)c1 (configuration not stated)	-2.1	-10.0	-0.4	1.1	-1.1	-1.2	-1.7	-0.6	1.6
CCc1nnc(SCC(=O)Nc2nnc(C)s2)n1CC1CCCO1 (configuration not stated)	-10.4	-4.6	-4.0	1.2	-6.0	2.4	9.8	1.1	2.3
CC1(C)CC(=O)C2=C(C1)Oc1nc3ccccc3cc1C2C(C#N)C#N (configuration not stated)	2.2	6.2	1.4	-1.4	-7.2	-6.7	4.0	8.7	0.7
SMILES	PAFAH1B3 FP inh	EBNA-1 inhibitor	PAFAH1B2 inh	LYPLA1 inh	ZTA counter	LYPLA2 counter	PREPL inh	PAFAH2 inh	pPAFAH FP inh
O=C(N1CCOCC1)N1CCCC(c2nc(-c3cccs3)no2)C1 (configuration not stated)	-1.4	6.9	3.4	-0.1	-3.9	-0.8	3.8	-5.3	3.2
CC(C)CNC(=S)NNC(=O)c1ccco1	14.2	1.2	-0.7	4.5	1.4	0.9	-1.2	-15.3	4.3
O=C(C[n+]1ccccc1)c1ccc(-c2ccccc2)cc1	10.4	4.6	3.1	2.0	-5.0	0.7	19.1	8.4	8.7
COc1cc2c(CCNC(C)=O)c[nH]c2cc1Cl	4.8	1.7	-4.0	-0.4	0.6	2.9	32.4	-0.9	0.0
CCC(C)N1C(=O)CCC1C(=O)N1CCN(c2ccc(F)cc2)CC1 (configuration not stated)	1.8	10.4	-5.2	-3.7	-9.2	-2.7	13.3	-3.4	2.5
COCc1cc(C)nc(N2CCc3ccccc32)c1C#N	0.5	-2.1	4.8	2.9	6.5	-2.8	9.7	3.4	6.2
O=C(COC(=O)/C=C/c1ccccc1Cl)NCc1ccccc1	10.9	10.9	3.4	-1.0	-0.1	6.1	-8.3	29.1	18.1
Clc1ccc(CSc2nnnn2-c2ccc3c(c2)OCO3)c(Cl)c1	1.9	12.7	8.4	-4.6	11.2	-1.5	-48.4	-5.5	0.9
Cc1ccc(NC(=O)N2C3CCCC2CC(NC(=O)C2CC2)C3)cc1 (configuration not stated)	4.0	-13.8	-2.0	1.1	-3.6	1.4	15.5	4.3	-1.4
Cn1c(CN2CCN(c3cccc(Cl)c3)CC2)nc2ccccc21	-2.7	5.4	4.8	-0.6	-6.9	-0.2	19.3	-5.3	-6.1
COc1ccccc1C(CNC(=O)c1cc(C)nc2ccccc12)N(C)C (configuration not stated)	4.2	-3.4	3.2	4.5	-11.3	-0.4	3.3	12.6	0.0
Fc1ccc(-c2n[nH]c(=S)n2/N=C/c2c[nH]c3ccccc23)cc1	7.9	9.8	-2.4	-0.1	-9.0	-6.0	4.2	13.5	10.0

Gathered by group: the compounds so far containing a cyano group.
SMILES	PAFAH1B3 FP inh	EBNA-1 inhibitor	PAFAH1B2 inh	LYPLA1 inh	ZTA counter	LYPLA2 counter	PREPL inh	PAFAH2 inh	pPAFAH FP inh
CC1(C)CC(=O)C2=C(C1)Oc1nc3ccccc3cc1C2C(C#N)C#N (configuration not stated)	2.2	6.2	1.4	-1.4	-7.2	-6.7	4.0	8.7	0.7
COCc1cc(C)nc(N2CCc3ccccc32)c1C#N	0.5	-2.1	4.8	2.9	6.5	-2.8	9.7	3.4	6.2

Records listed above printed as active in PAFAH1B2 inh.
SMILES	PAFAH1B3 FP inh	EBNA-1 inhibitor	PAFAH1B2 inh	PREPL inh	PAFAH2 inh	pPAFAH FP inh
O=C(O)c1ccn2c(C(=O)c3ccc(Cl)cc3)c(-c3ccccc3)cc2c1	-2.6	7.5	59.0*	-6.4	8.1	17.9
